N370S GC mod: inhibitors or activators of N370S glucocerebrosidase for Gaucher disease | P04062 | N370S GC spleen homogenate, 4MU-glucoside fluorescence | Potency, µM (titrated, usually from 59.4 µM), without a hit: at the highest dose activity change, negative = inhibition, hits mostly inhibitors | hit rate 0.092% among 330,000 | AID 2101;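 note: 0% = full enzyme activity and -100% = no enzyme basal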
FEN1 inhibitor: human FEN1 inhibition; Recombinant FEN1 flap cleavage, fluorescence, 15 min; AID 588795; P39748; hit rate 0.35% among 390,000; Potency, µM (doses to about 114 µM), inactives show at the highest dose activity change, negative = inhibition, actives largely listed as inhibitors; note: nearly all actives have a fitted effect of over 65% in size
Target sequence (P39748 whole entry, looked up): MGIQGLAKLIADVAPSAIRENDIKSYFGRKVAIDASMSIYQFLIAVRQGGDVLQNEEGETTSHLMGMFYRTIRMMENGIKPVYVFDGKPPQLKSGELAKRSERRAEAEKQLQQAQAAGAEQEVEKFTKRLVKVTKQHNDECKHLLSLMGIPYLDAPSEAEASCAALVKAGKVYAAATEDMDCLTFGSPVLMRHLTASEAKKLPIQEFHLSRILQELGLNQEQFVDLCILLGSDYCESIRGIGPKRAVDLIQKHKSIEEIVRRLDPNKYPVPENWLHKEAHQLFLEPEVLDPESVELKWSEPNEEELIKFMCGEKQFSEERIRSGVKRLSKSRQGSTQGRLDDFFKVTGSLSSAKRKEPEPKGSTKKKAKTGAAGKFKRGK
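With each library titrated from low to high concentration, compounds met 10 nM FEN1 for 15 min at room temperature before 50 nM substrate was added; readings at 0 and 15 min fed four-parameter Hill curve fits.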
TDP1 cell CPT: DT40-hTDP1 cell growth loss with CPT. chicken DT40 Tdp1-/-;hTDP1 cells + 20 nM CPT, ATP luminescence, 48 h. hit rate 12% among 420,000. AID 686979. Potency, µM (titrated, usually from 46.2 µM), for the others: at the top dose activity change, negative = growth inhibition, hits mostly inhibitors; note: nearly all actives have a fitted effect of over 55% in size
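Cell growth measured by CellTiter-Glo luminescence after a minimum 48 h, 37 C compound exposure with 20 nM CPT in Tdp1-knockout DT40 cells stably expressing hTDP1, seeded 400/well; qHTS titration format.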
The depositor's hits bear a star; ? = inconclusive; . = no result given; & = joins results of further samples; ! = a repeat was not active. Calls come from the whole dose curve; as a rule, active = well fitted curve in the direction sought with a large enough effect; inconclusive = small, poorly fitted or top-dose-only effect, or another doubt; inactive = no such curve, though single readings can be large; an effect the other way counts as inactive or inconclusive. Unless noted, % is set by controls: 0 for no effect and ±100 for the full control effect; potency is the fitted concentration of half-maximal effect. Only part of the results is shown; count on the stated rates, not on these rows.

SMILES | N370S GC mod | FEN1 inhibitor | TDP1 cell CPT
O=c1[nH]c(Nc2ccccc2)cc2ccccc12 | -5% | ? | -25%
C[C@H](CO)N1C[C@H](C)[C@@H](CN(C)C(=O)Nc2ccc(C(F)(F)F)cc2)Oc2c(NC(=O)C3CCCCC3)cccc2C1=O | . | -14% | ?
COc1ccc(N(CC(=O)Nc2cccc(C(C)=O)c2)S(C)(=O)=O)cc1OC | 24% | 3% | 7%
COc1ccc(NC(=O)Cn2cc(S(=O)(=O)Cc3ccccc3)c3ccccc32)c(OC)c1 | 4% | -13% | 5%
Cc1ccc(NC(=O)COC(=O)c2nn(-c3ccc(Cl)cc3)cc2O)cc1 | . | 9% | -22%
Cc1ccc(CNC(=O)C2CCC(=O)N(CCc3ccc(Cl)cc3)C2)cc1 (configuration not stated) | 1% | -9% | ?
CCc1ccc(-c2nc(-c3cc4ccccc4oc3=O)sc2C)cc1 | . | -1% | -22%
O=C(c1cccnc1)N1CCN(S(=O)(=O)c2ccc(Cl)cc2)CC1 | 17% | 0% | -1%
C=CC[C@H](CC(=O)NCCO)C(=O)NCCOC(=O)[C@@H](CC=C)CC(=O)OC(C)(C)C | . | 5% | 5%
COc1ccc2cc(C#N)c(SCC(=O)N3CCCC3)nc2c1 | -1% | 15% | ?
Cc1ccccc1NC(=S)N(Cc1ccccc1)Cc1cccnc1 | 5% | -2% | 0%
CCOc1ccccc1NC(=O)Nc1cnccn1 | ? | 12% | 1%
CCc1ccc(NC(=O)C(=O)NCCN2CCN(C(=O)c3ccco3)CC2)cc1 | 2% | -3% | -20%
CCN1C(=O)[C@H]2[C@@H](c3ccc(-c4cc(C(C)=O)cs4)cc3)N3CCC[C@@]3(C(=O)OC)[C@H]2C1=O | -4% | 0% | ?
CCCNC(=O)CN1C(=O)NC(CCSC)C1=O (configuration not stated) | 1% | -7% | 2%
CCOc1ccc2nc(NC(=O)c3nc(SCc4ccccc4F)ncc3Cl)sc2c1 | . | -3% | -26%
CCOC(=O)c1[nH]c2ccccc2c1NC(=O)C(CC)CC | 5% | 24% | -1%
CC1Cc2ccccc2N1C(=O)Cc1cccs1 (configuration not stated) | -3% | 4% | -1%
COc1ccc(OC)c(NC(=O)C(=O)NCc2ccncc2)c1 | 4% | -19% | -22%
NC(=O)c1ccsc1NC(=O)COC(=O)/C=C/c1ccccc1 | 1% | -3% | ?
COc1ccc(C2=NO[C@@H]3[C@@H]4C[C@@H]([C@H]5C(=O)N(c6ccc7c(c6)OCO7)C(=O)[C@@H]45)[C@H]23)cc1OC | -13% | 2% | -3%
COc1ccc(/C=C/C(=O)OCC(=O)c2c(C)[nH]c3ccccc23)cc1OC | 2% | 9% | -12%
Cc1ccc(-n2c(SCC(=O)Nc3ccc4cn[nH]c4c3)nnc2-c2ccco2)cc1 | 0% | 2% | ?
COc1ccc(C(=O)NCCn2cc(SCC(=O)NCC3CCCO3)c3ccccc32)cc1OC (configuration not stated) | -6% | -3% | ?
COc1ccc2cccc(N3CCN(CCNC(=O)c4ccc(F)cc4)CC3)c2c1 | ? | . | 19µM*

Compounds from the list above that contain four or more nitrogen atoms, in the order listed:
SMILES | N370S GC mod | FEN1 inhibitor | TDP1 cell CPT
C[C@H](CO)N1C[C@H](C)[C@@H](CN(C)C(=O)Nc2ccc(C(F)(F)F)cc2)Oc2c(NC(=O)C3CCCCC3)cccc2C1=O | . | -14% | ?
CCOc1ccccc1NC(=O)Nc1cnccn1 | ? | 12% | 1%
CCc1ccc(NC(=O)C(=O)NCCN2CCN(C(=O)c3ccco3)CC2)cc1 | 2% | -3% | -20%
CCOc1ccc2nc(NC(=O)c3nc(SCc4ccccc4F)ncc3Cl)sc2c1 | . | -3% | -26%
Cc1ccc(-n2c(SCC(=O)Nc3ccc4cn[nH]c4c3)nnc2-c2ccco2)cc1 | 0% | 2% | ?

(more compounds)
SMILES | N370S GC mod | FEN1 inhibitor | TDP1 cell CPT
CCN(CC)CCNC(=S)NC(=O)c1cn(-c2ccccc2)nc1-c1ccc(OC)cc1 | ? | 1% | ?
CCc1ccccc1NC(=S)N(Cc1cccs1)C1CCCC1 | 8% | 11% | -19%
Cc1ccc(C)c(NC(=O)CSc2nc3ccc(N4C(=O)c5ccccc5C4=O)cc3s2)c1 | 4% | 2% | 2%
CCC(=O)Nc1c(-c2ccc(C)cc2)nc2ccc(C)cn12 | -7% | -2% | -2%
Cc1scc(C(=O)NNC(=O)CCC(=O)O)c1C | 1% | 1% | 15%
CCc1c(-c2n[nH]c(=S)n2Cc2ccccc2)csc1C | 3% | -7% | 5.8µM*
CCc1ccc(NC(=O)CSc2nc3c(sc4ccccc43)c(=O)n2CCCOC(C)C)cc1 | . | 2% | -18%
Cc1cccc(N2CCN(C(c3ccccc3)c3nnnn3CC3CCCO3)CC2)c1C (configuration not stated) | 8% | -1% | 21µM*
CCCCN(C(=O)C(C)Oc1ccc(Br)cc1)c1c(N)n(Cc2ccccc2)c(=O)[nH]c1=O (configuration not stated) | -5% | 5% | ?
CCn1c(Cc2ccccc2)n[nH]c1=S | -9% | -11% | -3%
CCN(Cc1ccccc1)S(=O)(=O)c1ccc2c(c1)NC(=O)CS2 | ? | 21% | ?
O=C(CNc1cccc(S(=O)(=O)N2CCCCCC2)c1)Nc1cccc([N+](=O)[O-])c1 | . | 7% | ?
CCN(CC)CCNC(=O)c1ccc(NC(=O)c2cccc(S(=O)(=O)N3CCCCCC3)c2)cc1 | . | 4% | ?
O=C(NCc1ccc2c(c1)OCO2)c1ccc(N2CCCC2=O)cc1 | 2% | -6% | -5%
Cc1ccc(C(=O)CCC(=O)N2CCN(c3ccccc3O)CC2)cc1 | -11% | 4% | ?
COc1ccc(CCC(=O)OCc2csc(CC(=O)Nc3ccccc3C)n2)cc1 | -10% | 0% | -12%
COC(=O)c1c[nH]n2c(=O)c(Cc3ccc(F)cc3Cl)c(C)nc12 | 16% | 8% | -4%
COc1ccccc1-c1nc(NCCNC(C)=O)c2ccccc2n1 | -8% | . | 0%
O=C(Nc1ccncc1)c1ccc(Cl)cc1 | -9% | -5% | ?
O=C(CNCc1ccc(Cl)cc1)Nc1cc(S(=O)(=O)N2CCCC2)ccc1Cl | . | -8% | 21µM*
O=c1[nH]nc(SCCS(=O)(=O)c2ccc(F)cc2)n1-c1ccccc1C(F)(F)F | 12% | 6% | 23µM*
Cn1nnnc1SCc1ccc(C(=O)Nc2ccccc2F)cc1 | -2% | -5% | -1%
CC(=O)c1cccc(S(=O)(=O)N2CCC(C(=O)O)CC2)c1 | -1% | 16% | 3%
Cc1ccc(S(=O)(=O)Nc2cc3c(C(=O)OCc4ccccc4)c(C)oc3c3ccccc23)c(C)c1 | . | 3% | ?
COc1cccc(OC)c1C(=O)N1CCN(Cc2ccccc2C(F)(F)F)CC1 | -21% | -10% | ?

Continued, starting with the last 4 of the part before.
SMILES | N370S GC mod | FEN1 inhibitor | TDP1 cell CPT
Cn1nnnc1SCc1ccc(C(=O)Nc2ccccc2F)cc1 | -2% | -5% | -1%
CC(=O)c1cccc(S(=O)(=O)N2CCC(C(=O)O)CC2)c1 | -1% | 16% | 3%
Cc1ccc(S(=O)(=O)Nc2cc3c(C(=O)OCc4ccccc4)c(C)oc3c3ccccc23)c(C)c1 | . | 3% | ?
COc1cccc(OC)c1C(=O)N1CCN(Cc2ccccc2C(F)(F)F)CC1 | -21% | -10% | ?
CC1=C(C#N)C(C)C2=C(CC(C)(C)CC2=O)N1 (configuration not stated) | 7% | -3% | ?
Cc1ccc(S(=O)(=O)c2c(N)n(CCCO)c3nc4ccccc4nc23)cc1 | ? | -21% | 12%
COc1ccc(Cn2nnnc2C(c2cccs2)N2CCN(c3ccc([N+](=O)[O-])cc3)CC2)cc1 (configuration not stated) | 1% | -9% | -13%
CC1CCCN(S(=O)(=O)c2cccc(C(=O)NCc3ccco3)c2)C1 (configuration not stated) | . | -7% | -3%
CC(=O)N1CCN(c2ccc(Oc3ccc([N+](=O)[O-])c(C(F)(F)F)c3)cc2)CC1 | -18% | -15% | 12µM*
COc1cc(NC(=O)CN2C(=O)COc3ccc(S(=O)(=O)N4CCCCC4)cc32)cc(OC)c1 | -19% | 5%&-12% | ?
COC(=O)Cn1cc(C(=O)c2cccs2)c2ccccc21 | 2% | -1% | -6%
COc1cn(-c2ccccc2)nc1C(=O)Nc1ccc(C)cc1Cl | -14% | -12% | -6%
COc1ccc2c(=O)c(OC)c(-c3ccccc3)oc2c1 | ? | . | ?
CCOC(=O)c1nc(Nc2ccc(C(=O)O)cc2)c2ccccc2n1 | -22% | 11% | -2%
Cc1nn(C)c(C)c1NC(=O)c1ccc(S(=O)(=O)N(C)C)cc1 | -1% | 0% | -5%
Cc1ccc(CNc2ccc(N3C(=O)CC(C)C3=O)cc2[N+](=O)[O-])cc1 (configuration not stated) | -4% | -1% | -25%
COc1ccc(N2CCN(CC(=O)c3c(C)n(C)c4ccc(OC)cc34)CC2)cc1 | 5% | 0% | 18µM*
O=C(NC1=NCCS1)c1ccc(-c2ccc(Cl)cc2)o1 | 20% | 6% | -11%
N=C1C(c2ccccc2)=C(O)CN1c1cccc(S(=O)(=O)Nc2cccc(C(F)(F)F)c2)c1 | -1% | -3% | 6%
O=C(Nc1ccc(F)cc1)NC1(C(=O)NCc2cccs2)CCCCC1 | -5% | -4% | -18%
C#CC1(O)CCC2C3CCc4cc(O)cc(C)c4C3CCC21C (configuration not stated) | . | 11% | 16µM*
CCc1ccc2c(c1)c1nc(C)sc1n2CC(=O)OC | 12% | 4% | -10%
C=CCn1c(SCC(=O)c2ccc(Br)cc2)nnc1C(CC(C)C)NC(=O)c1cccs1 (configuration not stated) | -3% | 6% | ?
COc1cccc(-c2nn(C)c3sc(C(=O)NCc4cc(OC)ccc4OC)cc23)c1 | . | 0% | ?
Cc1ccc(OCc2cnc(Cl)s2)c(C)c1 | ? | 6% | -20%
O=C(CC1CC2CCC1C2)N1CCN(S(=O)(=O)c2ccccc2[N+](=O)[O-])CC1 (configuration not stated) | . | -8% | ?
Cc1ccc(SC[C@H](C)CN2CC[C@H](NC(=O)OCc3ccccc3)CCC2=O)cc1 | -1% | 11%&7% | 16µM*!
COc1ccc(CN2CCN(c3ncnc4scc(-c5ccc(F)cc5)c34)CC2)cc1 | -3% | -4% | 16µM*
COc1ccc(NC(=O)CCSc2nnnn2C)cc1 | -3% | 8% | -9%

Of the compounds above, these have a COOH group:
SMILES | N370S GC mod | FEN1 inhibitor | TDP1 cell CPT
Cc1scc(C(=O)NNC(=O)CCC(=O)O)c1C | 1% | 1% | 15%
CC(=O)c1cccc(S(=O)(=O)N2CCC(C(=O)O)CC2)c1 | -1% | 16% | 3%
CCOC(=O)c1nc(Nc2ccc(C(=O)O)cc2)c2ccccc2n1 | -22% | 11% | -2%

New compounds follow.
SMILES | N370S GC mod | FEN1 inhibitor | TDP1 cell CPT
C=CCN1C(=O)N/C(=C/c2ccc(C)o2)C1=O | -22% | -14% | ?
Cc1[nH]n(-c2ccccc2)c(=O)c1N=O | -22% | -9% | -5%
CN(CC(=O)Nc1ccc(Cl)c(C(F)(F)F)c1)C(=O)C1CC(=O)N(C2CCCC2)C1 (configuration not stated) | . | -15% | ?
Cn1ccc(C(=O)Nc2ccc3c(c2)OCCO3)n1 | -2% | 19% | ?
O=C(NC1=NCCS1)c1ccccc1OCc1ccccc1Cl | 11% | -5% | -13%
Cc1ccc(NC(=O)COc2ccc(Br)cn2)cc1 | 3% | 1% | -7%
NC(=O)C1=C(N=C2CCCCC2)CCCC1 | . | -3% | -11%
CCOc1ccc(N2C(=O)c3ccccc3C2=O)cc1 | 0% | -2% | 3%
COc1ccc(S(=O)(=O)N(CC(=O)N2CCCCCC2)c2ccccc2OC)cc1 | -2% | -5% | -21%
COc1ccc(N(C(=O)c2cccnc2)S(=O)(=O)c2ccc(F)cc2)cc1 | -15% | 0% | -27%
CC(=O)c1sc(NS(=O)(=O)c2ccc(C)cc2)nc1C | 1% | 0% | 17%
CCOc1cc(C(=O)CCC(=O)OCC(=O)Nc2ccc(F)cc2)ccc1O | 21% | -9% | -21%
Cc1ccn2cc(CCNS(=O)(=O)c3ccc(F)c(C(F)(F)F)c3)nc2c1 | -3% | 20% | -10%
CCc1ncc(CN2CCC(C(=O)Nc3cccc(-c4cscn4)c3)CC2)cn1 | -5% | 0% | ?
O=C(NC(=S)NCCCN1CCOCC1)c1ccco1 | 8% | -1% | 27%
Cn1c(SCC(=O)OCC(=O)c2ccccc2)nnc1-c1cccs1 | 22% | -2% | -9%
c1ccc(OCCn2c(-c3ccco3)nc3ccccc32)cc1 | 23% | 10% | ?
